Screening data deposited in PubChem by Southern Research Specialized Biocontainment Screening Center.
tuberculosis growth: growth inhibition of non-replicating M. tuberculosis (AID 488890). Mycobacterium tuberculosis non-replicating, growth inhibition; higher % means a stronger effect. 320,000 tested, 0.39% active. inhibition, % at 25 µM; hits with a dose series show IC50 in µM; in the data active means a potency from the dose series; inconclusive means inhibition mostly from about 82% at the one dose, without a potency; inactive means the rest, 99 in 100 with inhibition below about 76%;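 further: plate controls were DMSO cells for no effect and high antibiotic wells for full effect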
inhibitors of VEEV: inhibitors of VEEV TC-83 cytopathic effect, confirmation, Vero cells (AID 588727); Vero cells, VEEV TC-83 cytopathic effect inhibition; higher % means a stronger effect; one-dose inhibition, % at 20 µM; IC50 in µM for titrated hits; 350,000 tested, 0.13% active; in the data active means a potency from the dose series; inconclusive means inhibition mostly from about 14% at the one dose, without a potency; inactive means the rest, 99 in 100 with inhibition below about 12%; further: strong numbers were not always called active
Salmonella PhoP GFP: PhoP regulon inhibitors, Salmonella typhi PhoP promoter GFP reporter, confirmatory (AID 1850). Salmonella Typhi PhoP-promoter GFP reporter, fluorescence, 4 h; higher % means a stronger effect. one-dose inhibition, % at 50 µM; IC50 in µM for titrated hits. 310,000 tested, 0.33% active; in the data active means a potency from the dose series; inconclusive means inhibition mostly from about 25% at the one dose, without a potency; inactive means the rest, 99 in 100 with inhibition below about 19%;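 further: 0% = induced wells with vehicle and 100% = uninduced wells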
H37Rv inhibition: M. tuberculosis growth inhibition, HTS (AID 449762). 330,000 tested, 0.59% active. inhibition, % at 25 µM, or IC50 in µM where a hit was titrated. M. tuberculosis H37Rv growth inhibition, 7H9 media; higher % means a stronger effect; in the data active means a potency from the dose series; inconclusive means inhibition above about 70% without an active follow-up result;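 further: bacterial growth assessed after seven days of incubation; strong numbers were not always called active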
influenza NS1A: H1N1 influenza NS1A inhibitors, functional cell based assay (AID 504329). NS1A functional cell-based assay, percent inhibition; higher % means a stronger effect. inhibition, % at 12.5 µM; hits with a dose series show IC50 in µM. 340,000 tested, 0.3% active; in the data active means a potency from the dose series; inconclusive means inhibition above about 27% without an active follow-up result; further: strong numbers were not always called active
inhibitors of VEEV 10K pilot screen: also measured in inhibitors of VEEV; calls as there; inhibition, %; measured here: 10K pilot screen inhibition
An asterisk follows results filed as active; i = inactive; u = inconclusive; x = not tested or not shown.

SMILES | tuberculosis growth | inhibitors of VEEV | Salmonella PhoP GFP | H37Rv inhibition | influenza NS1A | others
Cc1cc(/C=C2\SC(=S)NC2=O)c(C)n1-c1cccc(O)c1 | 6% | 4.3% | -9% | 4% | -9%
Cc1ccc(-c2cc(C(=O)OCC(=O)Nc3cc(C)on3)c3ccccc3n2)c(C)c1 | -7% | i | 4% | -1% | -5%
Cc1ccc2c(c1)C=CC(C)(C)S2(=O)=O | -15% | 0.6% | 0% | -5% | 4%
COc1cccc(C2/C(=C(/O)c3ccccc3)C(=O)C(=O)N2Cc2ccco2)c1 (configuration not stated) | 29% | 1.2% | -1% | 13% | x
COc1ccc(C2CC(c3ccccc3)=NN2c2ccc(/C=N/NC(=O)c3ccncc3)cc2)cc1 (configuration not stated) | 39% | 0.6% | -5% | u | 1%
Cc1cc(NC(=S)NC(=O)c2ccccc2)ccc1-c1cc2ccccc2oc1=O | -6% | 0.5% | -6% | -12% | -4%
COc1ccc(-c2[nH]ncc2CN2CCC(N3CCSCC3)CC2)cc1F | -6% | 0.8% | 5% | -6% | -2%
COCCn1c(SCC(=O)N2CCCCC2)nc2c(c1=O)SC(C)C2 (configuration not stated) | -6% | 1.1% | -16% | -2% | -6%
O=C(O)c1ccccc1NS(=O)(=O)c1cccc2cccnc12 | 0% | i | 7% | -5% | -5%
CCC1(c2ccc(F)cc2)NC(=O)N(CC(=O)NCc2ccccc2Cl)C1=O (configuration not stated) | -2% | i | 5% | 6% | -11%
CCCCOCCCNC(=O)c1ccc([N+](=O)[O-])c(C)c1 | 4% | 1.9% | -2% | -3% | -9%
CCc1ccc(NC(=O)CC2C(=O)NCCN2C(=S)Nc2ccccc2)cc1 (configuration not stated) | 4% | 3.0% | -6% | -3% | -2%
COc1cccc(CN=c2c([N+](=O)[O-])nn(-c3ccccc3C)n2O)c1 | -6% | i | -2% | 2% | -10%
Cc1ccc(C(=O)NCC(=O)N2CCC(Cc3ccccc3)CC2)cc1 | 47% | i | -7% | 28% | 15%
CN(C)S(=O)(=O)c1cccc(NC(=O)c2cc3ccccc3o2)c1 | 32% | 1.7% | -2% | 27% | 23%
CCCS(=O)(=O)N1CCN(Cc2ccco2)CC1 | -1% | 1.2% | -1% | 6% | -8%
CCN(CC)c1ccc(NC(=O)COC(=O)CCC(=O)c2ccc(F)cc2)cc1 | 70% | 1.4% | -7% | 2% | 5%
CC1(C)CC(=O)N(c2cc(Cl)ccc2Cl)C(=O)C1 | -5% | 0.6% | -2% | -3% | -7%
Cn1cc(S(=O)(=O)CC(=O)N2CCc3ccccc32)c2ccccc21 | 4% | 10% | -3% | -6% | -24%
COc1cccc(-n2c(Cc3cc(=O)[nH]c(=O)[nH]3)nnc2SCC(=O)NC2CCCC2)c1 | -13% | 0.0% | -7% | -1% | 2%
Cc1cc(-c2csc3ncnc(N4CCN(C)CC4)c23)cc(C)c1C | 8% | 0.9% | 11% | 11% | 11%
Cc1csc(NC(=O)CS(=O)(=O)Cc2ccccc2)n1 | -8% | 2.3% | -6% | -2% | 5%
COC(=O)Nc1sc2c(c1C(=O)N1CCOCC1)CCC(C)C2 (configuration not stated) | -2% | i | -4% | 6% | -8%
O=C(O)c1ccc(CN2C(=O)c3ccccc3S2(=O)=O)cc1 | 4% | 5.1% | -12% | -10% | -4%
Cc1nc2ccccc2c2c1CC(C(C)(Cl)Br)O2 (configuration not stated) | 36% | i | 4% | 8% | -1%
CCOc1ccc(NC(=O)CSc2nc(=O)n(CCCN3CCOCC3)c3c2CCC3)cc1 | -9% | 2.2% | 2% | 0% | -8%
Cc1cc(NC(=O)CSc2nnc(CNc3cccc(C(F)(F)F)c3)n2Cc2ccco2)no1 | -17% | 0.9% | -1% | 15% | 7%
COc1cccc(C(=O)Oc2cc(N)n(S(=O)(=O)c3ccc(C)cc3)n2)c1OC | -1% | 0.1% | 0% | 5% | -10%
O=C1CN(/N=C/c2ccc([N+](=O)[O-])o2)C(=O)N1 | 75% | x | 41µM* | u | x
CC1CC2CCCC(O)=C2C(=O)O1 (configuration not stated) | x | 0.2% | x | x | -12%

No new results follow: an excerpt of the list.
SMILES | tuberculosis growth | inhibitors of VEEV | Salmonella PhoP GFP | H37Rv inhibition | influenza NS1A | others
Cc1cc(/C=C2\SC(=S)NC2=O)c(C)n1-c1cccc(O)c1 | 6% | 4.3% | -9% | 4% | -9%
Cc1ccc(-c2cc(C(=O)OCC(=O)Nc3cc(C)on3)c3ccccc3n2)c(C)c1 | -7% | i | 4% | -1% | -5%

The results go on.
SMILES | tuberculosis growth | inhibitors of VEEV | Salmonella PhoP GFP | H37Rv inhibition | influenza NS1A | others
O=C(C1CCCO1)N1CCN(C(=S)Nc2cc(F)cc(F)c2)CC1 (configuration not stated) | 4% | 1.4% | -5% | 10% | -6%
COc1ccc(CC(=O)Nc2ccccc2N2CCCC2)cc1 | 18% | 3.6% | 0% | 1% | 1%
c1ccc2c(c1)CCCn1nnnc1-2 | -8% | 2.1% | -6% | 3% | -1%
Cc1ccc(NC(=O)CCCCCN2C(=O)[C@@H]3Cc4ccccc4CN3C2=O)cc1 | u | 2.8% | 0% | -13% | -9%
CCCCSc1[nH]c(=O)c(C(=O)OCC)cc1C#N | u | 0.4% | 1% | 0% | -5%
CCCCOc1ccc(C(=O)Nn2c(-c3cccs3)nc3ccccc3c2=O)cc1 | -18% | 1.4% | -5% | -7% | -4%
COC(=O)c1sc(SC)c(S(=O)(=O)C(C)C)c1N | -13% | 0.4% | 0% | 1% | -4%
CCOc1ccc(C(=O)CCC(=O)NCC(=O)Nc2c(C)cccc2C)cc1 | 13% | 5.5% | x | 4% | -15%
CC(=O)c1ccc(N2CCN(C(=O)c3ccc4nc[nH]c4c3)CC2)cc1 | -11% | 1.6% | 1% | 9% | -6%
COc1ccc(Cc2nc(-c3cccs3)no2)cc1 | u | 0.8% | -4% | -1% | 8% | inhibitors of VEEV 10K pilot screen=1.5
CCC1CCCCN1S(=O)(=O)c1ccc(C(=O)Nc2nnc(C3CC3)o2)cc1 (configuration not stated) | u | 9.5% | -4% | u | -5%
O=C(N/N=C/c1cccc([N+](=O)[O-])c1)C1CC(=O)N(c2ccc(F)cc2)C1 (configuration not stated) | 17% | 0.8% | 12% | -5% | 3%
O=C(NC1CCN(C(=O)Nc2cccc(F)c2)CC1)C1CCCCC1 | -12% | 2.2% | -5% | -10% | 6%
Cc1ccc(S(=O)(=O)N2CCN(C(=O)COc3ccc(-c4nnco4)cc3)CC2)cc1 | 17% | 6.9% | 4% | -2% | 2%
CCO[C@@H]1OC(C(=O)N2CCN(C)CC2)=C[C@H](c2csc3ccccc23)[C@H]1CCCO | -2% | 1.4% | -5% | -8% | -1%
Cc1cccc(N(O)C(=O)Nc2cccc(Cl)c2)c1 | 39% | 0.8% | -4% | 1% | -25%
CC(NC(=O)COc1ccccc1)C(=O)N1CCN(c2ccccc2)CC1 (configuration not stated) | 9% | 8.8% | x | 0% | -9%
O=C(c1nc2ccccc2s1)N1CCSCC1 | 16% | 0.9% | 13% | -1% | -2%
Cc1ccc(NC(=O)c2cc(S(=O)(=O)N3CCCC3)cn2C)cc1 | -15% | 1.5% | -8% | -10% | 3% | inhibitors of VEEV 10K pilot screen=1.7
O=C(COc1coc(CN2CCN(c3ccccc3)CC2)cc1=O)N1CCc2ccccc21 | -7% | 0.6% | 5% | -8% | 6%
COc1ccc(C(C(=O)NC(C)(C)C)N(CCc2ccccc2)C(=O)CCC(=O)Nc2cc(C)on2)cc1 (configuration not stated) | 33% | i | 10% | -2% | -15%
Cc1cc(NS(=O)(=O)c2ccc(NC(=O)c3oc4ccccc4c3C)cc2)no1 | 38% | 2.1% | 0% | 36% | -1%
COc1ccc(C2C(C(=O)c3ccco3)=C(O)C(=O)N2CCOCCO)cc1OC (configuration not stated) | -8% | 0.3% | -11% | 37% | -1%
Cn1c(SCC(=O)Nc2ccccc2)nc2ccccc2c1=O | 65% | i | 4% | 2% | 2%
CC(NC(=O)C(CC(=O)OC(C)(C)C)NC(=O)OC(C)(C)C)C(N)=O (configuration not stated) | 0% | i | -6% | 1% | -6%
CCCCCCc1cc2cc(C(=O)Nc3ccc(OC)cc3)c(=O)oc2cc1O | -13% | 6.5% | -4% | 3% | -2%
O=C(c1sc2ccccc2c1Cl)N1CCN(CCc2ccccn2)CC1 | 18% | i | 7% | 5% | 7%
COc1cccc(C(=O)NN2CC(O)=C(c3nc4ccccc4s3)C2=N)c1 | 5% | 1.0% | -7% | 34% | 4%
Cc1cccc(OCc2nnc(SC(C)C(=O)O)n2-c2ccccc2)c1 (configuration not stated) | -11% | i | -7% | -5% | -19%
Cc1ccc(/C=C\c2nccc3c2[nH]c2ccccc23)cc1 | 34% | i | 15% | u | -4%
O=C(O)c1ccccc1C(=O)N1N=C2/C(=C/c3cccc([N+](=O)[O-])c3)CCCC2C1c1cccc([N+](=O)[O-])c1 (configuration not stated) | 7% | 2.0% | -5% | -1% | -3%
COC(=O)c1ccc(NC(=O)c2ccc(NS(=O)(=O)c3cccc4cccnc34)cc2)cc1 | -7% | 0.4% | 9% | -10% | 8%
Fc1cccc(F)c1CN1CCN(c2ncccn2)CC1 | -4% | 1.9% | -1% | -1% | -5%
COc1ccc(Cl)cc1NC(=O)CN1CCC(n2nnc3cc(F)ccc32)CC1 | 3% | 0.4% | -2% | -2% | -4%
CCOC(=O)c1ccc(NC(=O)C(=O)NCc2ccc(/C=C(/C#N)C(=O)NCCOC)o2)cc1 | -3% | i | -3% | 38% | -5%
CS(=O)(=O)N(CC(=O)N1CCN(c2ccccc2)CC1)c1cccc(Br)c1 | 16% | 2.8% | 4% | -4% | 11%
Cc1c(NC(=O)C(C)OC(=O)/C=C/c2ccco2)c(=O)n(-c2ccccc2)n1C (configuration not stated) | 5% | i | 2% | 6% | -7%

Reprinted at random: 6 entries already listed
SMILES | tuberculosis growth | inhibitors of VEEV | Salmonella PhoP GFP | H37Rv inhibition | influenza NS1A | others
COC(=O)c1ccc(NC(=O)c2ccc(NS(=O)(=O)c3cccc4cccnc34)cc2)cc1 | -7% | 0.4% | 9% | -10% | 8%
O=C(O)c1ccccc1C(=O)N1N=C2/C(=C/c3cccc([N+](=O)[O-])c3)CCCC2C1c1cccc([N+](=O)[O-])c1 (configuration not stated) | 7% | 2.0% | -5% | -1% | -3%
Fc1cccc(F)c1CN1CCN(c2ncccn2)CC1 | -4% | 1.9% | -1% | -1% | -5%
Cc1c(NC(=O)C(C)OC(=O)/C=C/c2ccco2)c(=O)n(-c2ccccc2)n1C (configuration not stated) | 5% | i | 2% | 6% | -7%
COc1ccc(Cl)cc1NC(=O)CN1CCC(n2nnc3cc(F)ccc32)CC1 | 3% | 0.4% | -2% | -2% | -4%
CCOC(=O)c1ccc(NC(=O)C(=O)NCc2ccc(/C=C(/C#N)C(=O)NCCOC)o2)cc1 | -3% | i | -3% | 38% | -5%
